# Screens (PubChem BioAssay)
# AMA1-RON2 inh = qHTS for Inhibitors of AMA1-RON; Towards Development of Antimalarial Drug Lead: Primary Screen; 360,000 tested, 0.2% active; Potency, µM (highest dose often 58.2 µM), for inactives: at the top dose activity change, negative = inhibition, actives largely listed as inhibitors; AlphaScreen AMA1-biotinylated RON2 peptide binding;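 further: potency means the concentration at half of the fitted maximal effect; 0% = vehicle wells and -100% = peptide control; nearly all actives have a fitted effect of over 45% in size; some results filed as inactive show a strong effect at the top dose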
#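 AMA1 (3D7) with his tag at 25 nM final met compounds first, then biotinylated RON2 peptide at 25 nM; detection used donor plus acceptor beads, 10 µg/mL apiece, read by AlphaScreen after 30 min at room temperature.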
# LmPK inhibitor = qHTS Assay for Inhibitors of Leishmania Mexicana Pyruvate Kinase (LmPK) | Potency, µM (series often up to 57.5 µM), for inactives: at the top dose activity change, negative = inhibition, usual class: inhibitors | 290,000 tested, 0.37% active | purified LmPK, Kinase-Glo ATP luminescence, 1 h | AID 1721, 2009; further: potency means the concentration at half of the fitted maximal effect
# Target sequence (Q27686 whole entry, looked up): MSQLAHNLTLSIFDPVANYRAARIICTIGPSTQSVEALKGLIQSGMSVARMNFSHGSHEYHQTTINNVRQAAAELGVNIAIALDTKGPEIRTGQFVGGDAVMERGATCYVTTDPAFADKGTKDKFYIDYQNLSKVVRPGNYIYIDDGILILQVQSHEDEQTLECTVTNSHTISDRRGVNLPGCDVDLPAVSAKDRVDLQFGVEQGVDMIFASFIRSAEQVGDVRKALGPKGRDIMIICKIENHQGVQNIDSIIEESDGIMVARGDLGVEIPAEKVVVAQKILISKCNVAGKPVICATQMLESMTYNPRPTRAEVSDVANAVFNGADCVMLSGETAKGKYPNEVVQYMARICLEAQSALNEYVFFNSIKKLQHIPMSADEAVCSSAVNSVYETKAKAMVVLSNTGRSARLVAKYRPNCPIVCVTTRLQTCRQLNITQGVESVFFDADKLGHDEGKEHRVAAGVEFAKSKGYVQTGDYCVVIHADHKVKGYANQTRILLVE
#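 Kinase-Glo luminescence read after 1 h RT reaction of 0.1 nM LmPK with 0.5 mM PEP and 0.1 mM ADP. Activity scaled between uninhibited and enzyme-free controls.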
# Sm TGR block = qHTS Assay for the Inhibitors of Schistosoma Mansoni Peroxiredoxins; Schistosoma mansoni thioredoxin glutathione reductase (TGR), Q962Y6; 360,000 tested, 3% active; Potency, µM (doses to about 114 µM), without a hit: at the top dose activity change, negative = inhibition, actives largely listed as inhibitors; purified TGR, DTNB reduction, TNB absorbance 405 nm; further: potency means the concentration at half of the fitted maximal effect; nearly all actives have a fitted effect of over 60% in size
#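 TGR 20 nM + NADPH 100 uM (dispensed conc.), cpd preinc 15 min RT; start with NADPH (500 uM addition) then DTNB (15 mM addition). Kinetic TNB absorbance, 405 nm filter. Four-parameter Hill fit across titration.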
# AmpC detergent = qHTS Inhibitors of AmpC Beta-Lactamase (assay with detergent). P00811. 370,000 tested, 0.041% active. AmpC hydrolysis of nitrocefin, absorbance 480 nm, 0.01% Triton. Potency, µM (highest dose often 114 µM), without a hit: at the top dose activity change, negative = inhibition, usual class: inhibitors;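 further: potency means the concentration at half of the fitted maximal effect; 0% = no-compound wells and -100% = no-enzyme wells; nearly all actives have a fitted effect of over 25% in size; some results filed as inactive show a strong effect at the top dose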
# Target sequence (P00811 whole entry, looked up): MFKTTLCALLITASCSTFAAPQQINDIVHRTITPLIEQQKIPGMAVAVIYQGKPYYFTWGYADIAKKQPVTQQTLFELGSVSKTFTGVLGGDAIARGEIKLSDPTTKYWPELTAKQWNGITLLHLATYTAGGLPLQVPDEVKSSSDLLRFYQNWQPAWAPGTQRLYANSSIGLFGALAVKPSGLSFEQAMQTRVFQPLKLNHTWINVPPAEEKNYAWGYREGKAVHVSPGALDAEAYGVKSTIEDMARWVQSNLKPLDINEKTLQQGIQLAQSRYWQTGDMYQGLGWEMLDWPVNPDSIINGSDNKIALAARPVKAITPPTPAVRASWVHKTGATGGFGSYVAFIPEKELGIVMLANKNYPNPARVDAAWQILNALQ
#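 AmpC (5.3 nM in the dispensed reagent) in 20 mM phosphate pH 7.0 with 0.01% (detergent screen) or 0.0001% Triton X-100 was preincubated with compounds for 15 min at room temperature. Nitrocefin was then added from an 800 uM solution, and hydrolysis was followed at 480 nm.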
# Tb PYK inh = qHTS of Trypanosoma Brucei Inhibitors | pyruvate kinase (Trypanosoma brucei), Q57TT1 | TbPYK enzyme, Kinase-Glo Plus ATP luminescence, 45 min | Potency, µM (doses to about 76.8 µM), without a hit: top-dose activity, negative = inhibition, actives largely listed as inhibitors | 410,000 tested, 0.12% active; further: potency means the concentration at half of the fitted maximal effect; nearly all actives have a fitted effect of over 50% in size
#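 TbPYK + substrate in 50 mM TEA pH 7.2, 100 mM KCl, 10 mM MgCl2, 0.05% BSA, 0.01% Tween-20; cpd pinned; ADP 130 uM final; 45 min RT; Kinase-Glo Plus 10 min; luminescence endpoint.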
# AmpC no deterg = qHTS Inhibitors of AmpC Beta-Lactamase (assay without detergent) | AID 485341, 2010 | 330,000 tested, 0.52% active | Potency, µM (doses to about 57.1 µM), inactives show at the highest dose activity change, negative = inhibition, most hits filed as inhibitors | AmpC nitrocefin hydrolysis, absorbance 480 nm, 0.0001% Triton | P00811;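 further: potency means the concentration at half of the fitted maximal effect; plate controls were no compound for no effect and no enzyme for full effect; nearly all actives have a fitted effect of over 20% in size; some results filed as inactive show a strong effect at the top dose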
#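 AmpC (5.3 nM in the dispensed reagent) in 20 mM phosphate pH 7.0 with 0.01% (detergent screen) or 0.0001% Triton X-100 was preincubated with compounds for 15 min at room temperature. Nitrocefin was then added from an 800 uM solution, and hydrolysis was followed at 480 nm.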
# HCMV inh = qHTS Assay for inhibitors of the human cytomegalovirus (HCMV). HFF cells, HCMV-luciferase reporter, 72 h; hits give low values. activity change, negative = inhibition, % at 57.5 µM. 410,000 tested, 4.5% active; in the data active means activity change below about -60%; inconclusive means no clear call, values can overlap the other calls; inactive means above about -39%
#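 Two compound doses tested in HFFs infected with HCMV-luciferase, MOI 1 PFU/cell, 72 h at 37C. Lysate luminescence read with OneGlo; data normalized against buffer-only and 10uM Salinomycin inhibitor controls.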
# The depositor's hits bear a star; ? = inconclusive; . = not tested or not shown; & = joins results of further samples; [ ] = dose if it differs, or a comment. Unless noted, the call rests on the fitted dose curve; in most records, active means well fitted curve in the direction sought with a large enough effect; inconclusive means small, poorly fitted or top-dose-only effect, or another doubt; inactive means no such curve, though single readings can be large; an effect the other way counts as inactive or inconclusive. Unless noted, on the % scale 0 is the no-effect control and ±100 the full control effect.
SMILES,AMA1-RON2 inh,LmPK inhibitor,Sm TGR block,AmpC detergent,Tb PYK inh,AmpC no deterg,HCMV inh
COc1ccccc1Oc1nc([N+](=O)[O-])nn1CC(N)=O,5%,1%,.,1%,2%,-2%,-20
Cc1ccc(/C=C2/C(=O)NC(=O)N(CC3CCCO3)C2=O)s1 (stereo not given),-6%,2%,-36%,-9%,-15%,-34%,124
Cc1ccc(Cn2nc(C)c(NC(=O)CSc3n[nH]c(C)c3[N+](=O)[O-])c2C)cc1,-3%,2%,0%,0%,-4%,-11%,23
CCCC(O)(CCC)C(=O)NNc1ccccc1,21%,5%,7%,-1%,-8%,-7%,-10
O=C(Nc1ccccc1)/C(=C\c1ccncc1)NC(=O)c1ccccc1,-3%,-4%,2%,-10%,-3%,-4%,38
CN(C)CCNC(=O)CCCNC(=O)Cn1cnc2sc3c(c2c1=O)CCCC3,-4%,-1%,-14%,1%,0%,0%,50
COC(=O)c1cc(C)ccc1/C=C1/Cc2c(C)cc(C)cc2C1=O,-23%,.,.,.,7%,.,2
O=C(Nc1ncc2c(n1)CC(c1ccccc1)CC2=O)c1ccco1 (stereo not given),6%,0%,?,-9%,-1%,-11%,22
Cc1oc(-c2ccccc2F)nc1CN1CCC(C(=O)NCCc2ccc(Cl)cc2)CC1,.,.,0%,-6%,-4%,.,0
Cc1cccc(NC(=O)C2CCN(c3cnccn3)CC2)c1,.,.,4%,4%,2%,.,-24
Cc1cc(C)cc(NC(=S)NCc2ccncc2)c1,-20%,3%,?,-9%,-9%,6%[2.29 µM],40
CCOC(=O)N1CCN(CC(=O)Nc2c(C(=O)OC)[nH]c3cccc(Cl)c23)CC1,-4%,-1%,-1%,-14%,3%,91%[activator],29
COc1ccccc1N1CCN(C(=O)CCCCCn2c(=S)[nH]c3cc4c(cc3c2=O)OCO4)CC1,65%[activator],.,.,.,-6%,.,-14
CN(C)c1cccc(Nc2ccc(-c3ccc(OC(F)(F)F)cc3)cn2)c1,?,.,.,.,-13%,.,-29
CCOC(=O)C1(Cc2cccc(OC)c2)CCCN(C(=O)c2ccccc2C)C1 (stereo not given),-2%,1%,9%,0%,2%,77%[activator],105
CN=c1oc2ccc(Cl)cc2cc1C(N)=O,6%,6%,-9%,1%,-6%,-41%,12
CCOC(=O)[C@@H]1[C@H]2COc3ccc(Br)cc3[C@H]2N2C(=O)N(c3cccc(Cl)c3)C(=O)[C@]12C,-3%,1%,2%,-1%,0%,22%,-10
Cc1cc(N=CC2=C(O)CCCC2=O)no1,12%,-3%,-23%,?,-7%,-21%,2
COc1ccc2c(c1)c1nnc(SC)nc1n2C,-5%,-1%,-25%,-11%,4%,0%,96
O=C1C=C(c2ccc3ccccc3c2)C[C@@H](c2ccc(F)cc2)C1,-3%,.,-11%,-7%,-3%,-14%,-18
CC(C)c1ccc([C@@H]2O[C@H](C)CC3=C2C(=O)OC(C)(C)O3)cc1,-7%,.,.,.,-7%,.,3
CCOC(=O)N1CCC(N2C(=O)c3ccccc3C2Nc2cccnc2)CC1 (stereo not given),-12%,3%,-2%,?,-7%,0%,-4
O=C(COC(=O)COc1ccc(Cl)cc1)NCc1cccs1,-3%,2%,-7%,-19%,-4%,-19%,-6
Cc1ccsc1C(=O)NCCc1c[nH]c2ccccc12,-7%,3%,6%,-2%,-1%,-29%,67
Cc1ccccc1-c1nc(-c2ccc(NC(=O)c3cccs3)cc2)no1,1%,-11%,8%,-2%,5%,-58%,14
Cc1ccc(C(=O)Nc2cccc(C(F)(F)F)c2)cc1NC(=O)c1ccno1,-3%&10%,-1%,5%,0%,-12%&0%,-21%,1&-13
COc1ccccc1OC(C)C(=O)Nc1ccc(S(=O)(=O)Nc2nccs2)cc1 (stereo not given),6%,-5%,4%,0%,-1%,-38%,-71*
COc1cc2cc(Oc3ccc4ccc(=O)oc4c3)c(=O)oc2cc1OC(C)=O,-8%,4%,8%,8%,-6%,3%,19
CCOC(=O)c1c(C)[nH]c(C(=O)OCC(=O)Nc2cc(C)c(Cl)cc2OC)c1C,2%,3%,-19%,?,-3%,-11%,51
CCCCNC(=O)/C(C#N)=C/c1cccnc1,-2%,0%,-2%,7%,2%,-15%,69
CCCC(=O)NC(=S)Nc1ccc(N2CCN(C(=O)c3cccs3)CC2)cc1,?,5%,?,-5%,-5%,-11%,-16
COc1ccc(C(=O)NCc2ccc(S(N)(=O)=O)cc2)cc1[N+](=O)[O-],5%,-6%,-3%,-14%,0%,-15%,-2
O=C(/C=C/c1ccc(Br)cc1)NC(=S)NNC(=O)c1ccco1,81%[activator],2%,-28%,-2%,1%,-15%,79
O=C(NNC(=O)c1ccccc1Cl)c1cc2cc(OC(F)(F)F)ccc2[nH]1,77%[activator],4%,-1%,6%,-4%,-20%,-10
CCOc1ccc(CCNS(=O)(=O)c2cc3c(cc2C)NC(=O)CO3)cc1OCC,4%,6%,-20%,-8%,-4%,-7%,13
Cc1onc(-c2ccccc2Cl)c1C(=O)Oc1ccc(Cl)cc1Cl,.,.,7%,9%,0%,.,?
CSc1ccc(C(=O)N2CCC(CCC(=O)NCc3ccc(F)cc3)CC2)cc1,0%,-6%,8%,-9%,-2%,201%[activator],-17
Cc1ccc(-c2cc(C(F)F)nc(N3CCOCC3)n2)cc1,85%[activator],-4%,.,-3%,-13%,22%,-39
Cc1ccnc(NC(NC(=O)C(C)C)(C(F)(F)F)C(F)(F)F)c1,-2%,-1%,7%,-17%[57.1 µM],-34%,-5%,-29
C/C(CC(=O)Nc1ccccn1)=N\NC(=O)c1ccc2ccccc2c1,53%[activator],-3%,3%,-9%,2%,-26%,-4
CN(Cc1c(C(=O)N/N=C/c2ccc(O)cc2)nnn1-c1nonc1N)c1ccccc1,16%,5%,5%,4%,0%,-24%,6
CN(c1ccc(F)cc1)S(=O)(=O)c1ccc(Cl)c(C(=O)NCc2ccco2)c1,-3%,.,.,.,0%,-15%,22
Cc1nn(-c2ccccc2)c2c1N(CC(=O)N1CCN(c3cccc(Cl)c3)CC1)C(=O)CS2,.,.,0%,-6%,-8%,.,7
COc1ccc2cnn(-c3ccccc3)c(=O)c2c1OC,-9%,4%,-22%,-10%,0%,-12%,35
Nc1nc2cc3ccccc3cc2[nH]c1=O,-2%,6%,5%,10%,3%,-19%,4
O=C(Cn1c(=O)c2cccn2c2ccccc21)NCCc1ccccc1,0%,-10%,5%&10%,0%&-7%,1%&1%,-16%,-23&29
CCOc1ccc(NC(=S)NC(=O)/C=C/c2ccc(OC)cc2)c([N+](=O)[O-])c1,12%,-1%,-9%,-5%,-8%,-9%,40
COC(=O)C1=C(C(=O)c2ccc(C)cc2)C(c2ccccc2)n2nnnc2N1 (stereo not given),-21%,2%,0%,?,0%,78%[activator],-6
Cc1nc(CCNC(=O)C2CCC(=O)N(CCc3cccc(F)c3)C2)sc1C (stereo not given),18%,-9%,-4%,-4%,16%,55%,-6
CC(C)c1nc(N2CCN(C(=O)c3ccco3)CC2)c(C#N)c2c1COC(C)(C)C2,-12%,6%,-13%,1%,3%,75%[activator],?
Cc1ccc2oc(=O)c3cnn(CC(=O)NCCc4ccsc4)c3c2c1,0%,8%,-19%,-16%,-1%,-14%,33
COc1cccc(CN(C(=O)COc2ccccc2[N+](=O)[O-])C2CCS(=O)(=O)C2)c1 (stereo not given),0%,4%,6%,-13%,-3%,10%,.
CCOC(=O)[C@]12CCCC=C1N(Cc1ccco1)C(=O)[C@H](CC(=O)N1CCCCC1)C2,-3%,.,.,.,-3%,.,-9
OC(c1ccc(F)cc1)c1ncc(-c2ccccc2Cl)[nH]1 (stereo not given),-9%,.,.,.,-8%,.,85
COc1ccc(/C=C(/NC(=O)c2ccccc2)C(=O)N/N=C/c2ccncc2)c(OC)c1,31%[activator],0%,3%,?,-3%,74%[activator],-36
Cc1ccccc1Nc1nccc(N(C)C)c1C#N,5%,5%,11%,8%,2%,-14%,-38
COCCNC(=S)Nc1cc2oc3ccccc3c2cc1OC,-5%,6%,-13%,1%,4%,16%,12
Cc1ccccc1CN1C(=O)c2ccccc2S(=O)(=O)c2ccc(C(=O)OCC3CCCO3)cc21 (stereo not given),.,.,-3%,2%,-1%,.,-4
CCOC(=O)CN1CCC(c2cc(-c3ccc(Cl)cc3)n[nH]2)CC1,0%,-1%,-8%,4%,7%,112%[activator],-3
COC(=O)c1ccc2cn[nH]c2c1,14%,.,.,.,4%,.,46

# 4 of these compounds, reformatted.
O=C(Nc1ccccc1)/C(=C\c1ccncc1)NC(=O)c1ccccc1
  AMA1-RON2 inh = -3%
  LmPK inhibitor = -4%
  Sm TGR block = 2%
  AmpC detergent = -10%
  Tb PYK inh = -3%
  AmpC no deterg = -4%
  HCMV inh = 38
CN(C)CCNC(=O)CCCNC(=O)Cn1cnc2sc3c(c2c1=O)CCCC3
  AMA1-RON2 inh = -4%
  LmPK inhibitor = -1%
  Sm TGR block = -14%
  AmpC detergent = 1%
  Tb PYK inh = 0%
  AmpC no deterg = 0%
  HCMV inh = 50
COC(=O)c1cc(C)ccc1/C=C1/Cc2c(C)cc(C)cc2C1=O
  AMA1-RON2 inh = -23%
  LmPK inhibitor = .
  Sm TGR block = .
  AmpC detergent = .
  Tb PYK inh = 7%
  AmpC no deterg = .
  HCMV inh = 2
O=C(Nc1ncc2c(n1)CC(c1ccccc1)CC2=O)c1ccco1 (stereo not given)
  AMA1-RON2 inh = 6%
  LmPK inhibitor = 0%
  Sm TGR block = ?
  AmpC detergent = -9%
  Tb PYK inh = -1%
  AmpC no deterg = -11%
  HCMV inh = 22

# More compounds.
SMILES,AMA1-RON2 inh,LmPK inhibitor,Sm TGR block,AmpC detergent,Tb PYK inh,AmpC no deterg,HCMV inh
CC1(C)Cc2cccc(OCC(N)=O)c2O1,3%,1%,-1%,-3%,6%,-18%,-8
CCC(=O)Nc1ccc(NC(=O)CSc2nnnn2C2CCCC2)cc1C,2%,-3%,-7%,-7%,-1%,1%,21
Cc1cc(C(=O)CSc2nnnn2-c2ccccc2)c(C)n1CCc1ccccc1,4%,2%,-11%,7%,-4%,2%,41
O=C(c1ccccc1)N1CCN(C(=O)N2CCCCC2)CC1,1%,0%,-25%,1%,-6%,-8%,10
Cc1cnccc1CNC(=O)CC1C(=O)NCCN1CC(C)(C)C (stereo not given),-3%,4%,?,8%,-1%,-5%,-25
